# High-throughput results as filed in PubChem BioAssay.
# STEP inh = STEP (human) phosphatase inhibition; P54829; recombinant STEP, OMFP fluorogenic substrate, fluorescence; inhibition, % at 20 µM; 360,000 compounds, 0.25% hits;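 active means inhibition at 20 µM, scaled per plate between control wells, above about 37%, limit read from the data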;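 further: 0% = DMSO with enzyme and substrate and 100% = substrate only without enzyme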
#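 Material: STEP (striatal-enriched tyrosine phosphatase) enzyme, cell-free; Compound dosing: 20 µM single dose in 1% DMSO; Technique: fluorescence read at 480 nm ex / 540 nm em; Times: reaction 20 min, ambient temperature; Medium: 50 mM Bis-Tris pH 6.0 with 2.5 mM DTT and 0.005% Tween 20; Also added: OMFP at 25 µM.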
# CSN deneddyl inh = inhibitors of human CSN-mediated cullin deneddylation; AID 651999; 360,000 compounds, 0.38% hits; inhibition, % at 12.5 µM; Q92905; Purified CSN, SCF-Nedd8-OG deneddylation, fluorescence polarization;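 active means pattern-corrected inhibition above about 35%, with an unprinted fluorescence ratio check between 0.5 and 1.5, limit read from the data, passing the limit was not always enough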;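 further: 0% = enzyme with substrate and 100% = substrate without enzyme; some results filed as inactive read as strong as hits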
#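 Detection – fluorescence polarization · System – HEK293T-derived human Csn5 enzyme · Controls – substrate-only high control, full reaction low control · Timing – 90 min, room temperature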
# LMPTP block = LMPTP (human) inhibition. recombinant LMPTP-A, OMFP fluorogenic substrate, fluorescence intensity. inhibition, % at 20 µM. 360,000 compounds, 0.22% hits;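 active means compounds that cut the enzyme signal by at least half of the control window in the single-dose screen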;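 further: plate controls were DMSO wells with enzyme plus substrate for no effect and substrate without enzyme for full effect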
#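 material = LMPTP-A | quantity = 0.625 nM enzyme | reagent = OMFP substrate, 400 µM final | buffer or medium = Bis-Tris pH 6.0, DTT, detergent | detection = endpoint fluorescence intensity from OMFP dephosphorylation | dosing = single 20 µM dose | read-out basis = % inhibition relative to no-enzyme and uninhibited control wells | control set = no-enzyme and uninhibited controls | timing = 50 min at room temperature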
# Tb MetRS inh = blocks T. brucei methionyl-tRNA synthetase activity; AID 624268; purified T. brucei MetRS, ATP depletion, Kinase-Glo luminescence; 360,000 compounds, 0.4% hits; inhibition, % at 11.9 µM;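 active means inhibition above a per-plate cutoff of the control wells' mean inhibition plus 3 SD, cut at about 5.5% in these data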;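 further: 0% = DMSO wells median and 100% = median of wells with control inhibitor compound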
#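 Dosing: 11.9 µM compound single dose, 0.9% DMSO; Assay system: purified T. brucei MetRS enzyme; Measured by: Kinase-Glo luciferase luminescence reporting remaining unconsumed ATP; Schedule: 15 min plus 2 h at 25 °C.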
# Rpn11 inh = inhibitors of human proteasome Rpn11 | O00487 | human 26S proteasome, Ub4-pepOG fluorescence polarization; 20S core pre-blocked with epoxomicin | calls only at 20 µM | 360,000 compounds, 0.59% hits;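 active means inhibition at 20 µM, scaled to each plate's controls, above about 33%, limit read from the data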
# NadD inh = inhibitors of Staphylococcus aureus NadD; inhibition, % at 20 µM; 360,000 compounds, 0.78% hits; purified NadD enzyme, colorimetric absorbance read-out; AID 602399; in the data active means inhibition above about 26%; further: some compounds past the cut are filed as inactive
# DNMT1 inh = blocks human DNA methyltransferase DNMT1; P26358; inhibition (reported as % activation of signal), % at 10 µM; 360,000 compounds, 0.83% hits; DNMT1 molecular beacon, Hinp1I cleavage, fluorescence; in the data active means inhibition above about 50%
# Target sequence (P26358 504-1616 limits assumed): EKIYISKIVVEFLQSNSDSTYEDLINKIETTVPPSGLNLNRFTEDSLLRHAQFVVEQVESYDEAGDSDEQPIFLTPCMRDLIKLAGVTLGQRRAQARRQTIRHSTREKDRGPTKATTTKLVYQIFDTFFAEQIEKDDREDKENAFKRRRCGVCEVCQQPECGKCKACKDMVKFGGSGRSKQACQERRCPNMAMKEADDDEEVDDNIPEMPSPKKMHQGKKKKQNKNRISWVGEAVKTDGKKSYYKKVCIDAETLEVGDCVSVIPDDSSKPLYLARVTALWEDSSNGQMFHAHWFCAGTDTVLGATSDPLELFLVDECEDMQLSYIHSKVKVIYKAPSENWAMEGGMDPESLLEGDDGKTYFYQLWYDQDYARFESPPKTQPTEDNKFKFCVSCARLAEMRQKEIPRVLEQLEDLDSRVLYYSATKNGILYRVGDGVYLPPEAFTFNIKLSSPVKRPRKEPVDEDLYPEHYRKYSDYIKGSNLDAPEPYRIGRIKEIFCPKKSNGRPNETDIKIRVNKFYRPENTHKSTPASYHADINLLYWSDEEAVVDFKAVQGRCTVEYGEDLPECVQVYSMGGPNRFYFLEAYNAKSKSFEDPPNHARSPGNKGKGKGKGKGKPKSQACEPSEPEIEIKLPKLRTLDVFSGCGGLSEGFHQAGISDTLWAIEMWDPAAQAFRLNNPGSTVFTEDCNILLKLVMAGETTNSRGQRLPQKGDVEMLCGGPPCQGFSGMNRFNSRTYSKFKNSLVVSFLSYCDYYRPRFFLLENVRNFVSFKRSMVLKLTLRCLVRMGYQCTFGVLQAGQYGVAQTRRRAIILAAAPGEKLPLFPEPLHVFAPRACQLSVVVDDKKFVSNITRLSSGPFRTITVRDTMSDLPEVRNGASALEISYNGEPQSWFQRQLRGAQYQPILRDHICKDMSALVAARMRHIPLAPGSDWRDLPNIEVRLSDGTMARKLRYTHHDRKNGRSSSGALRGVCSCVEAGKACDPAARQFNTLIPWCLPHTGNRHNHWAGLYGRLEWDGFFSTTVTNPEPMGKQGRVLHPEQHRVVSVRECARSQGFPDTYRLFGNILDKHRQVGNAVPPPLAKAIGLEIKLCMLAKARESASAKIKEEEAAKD
# MLLE-PAM2 inh = inhibitors of microRNA-mediated deadenylation, human PABP1 MLLE binding. P11940. GST-MLLE / FITC-PAM2 fluorescence polarization. inhibition, % at 20 µM. 360,000 compounds, 0.36% hits. AID 588489; in the data active means inhibition above about 35%, passing the limit was not always enough;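 further: plate controls were DMSO wells with GST-MLLE for no effect and wells lacking GST-MLLE protein for full effect; some results filed as inactive read as strong as hits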
# Scp1 inh = Scp-1 (human) phosphatase inhibition | Q9GZU7 | Recombinant Scp1, phosphopeptide, malachite green phosphate absorbance | inhibition, % at 20 µM | 340,000 compounds, 0.88% hits;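 active means inhibition above about 50% at 20 µM, limit read from the data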;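 further: plate controls were DMSO wells with enzyme for no effect and wells lacking enzyme for full effect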
#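 Test system: SCP-1 phosphatase catalytic domain, residues 76-261; measured by: colorimetric phosphate reagent with accelerator and stabiliser, absorbance at 630 nm; timing: enzyme reaction 45 min at room temperature, colour 5 min, stabilisation 30 min; also added: Phosphorylated 17-residue peptide substrate; compound dosing: one concentration, 20 µM, with 1.0% DMSO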
# SUMO1-SIM PPI = SUMO1-SIM interaction modulation. P63165. SUMO1 binding to a labelled peptide, TR-FRET, 1 h. inhibition, % at 20 µM. 360,000 compounds, 0.33% hits. AID 602429; in the data active means inhibition above about 37%
# Numbers without * were called inactive; i = inactive; nt = not tested or not shown; + = active, no number.
# Order of values – STEP inh	CSN deneddyl inh	LMPTP block	Tb MetRS inh	Rpn11 inh	NadD inh	DNMT1 inh	MLLE-PAM2 inh	Scp1 inh	SUMO1-SIM PPI
- O=C1CC(c2ccccc2)CC(=O)C1CS(=O)(=O)c1ccccc1 (centres undefined)
  0	-21	-0.7	-0.4	i	14	-1	17	5	4
- COc1cc(OC)nc(Oc2cc(/C=N/O)ccc2OC)n1
  -1	4	-0.4	-1.0	i	-1	1	7	-5	-1
- COC(=O)C(NC(=O)c1ccccc1C(=O)O)c1ccc2ccccc2c1 (centres undefined)
  0	-1	-3.3	0.9	i	0	2	-1	0	24
- COc1ccc(NC(=O)c2cc(-c3ccc(C)o3)nc3ccccc23)cc1OC
  1	5	2.7	-3.8	i	14	4	23	20	-9
- Cc1cc(NC(=O)CSc2nnc(-c3ccncc3)n2C)n(-c2ccccc2)n1
  1	-3	-3.2	-0.3	i	-4	1	-5	-9	0
- Cc1cc2[nH]ncc2cc1NC(N)=S
  1	-13	-0.3	0.5	i	3	2	-90	0	1
- CN(C)S(=O)(=O)c1cccc(C(=O)NCC(=O)NC2CCN(Cc3ccccc3)CC2)c1
  -1	-4	-1.3	-0.1	i	-9	1	-3	-3	6
- Cc1cc(N)ccc1N1CCCC1
  24	16	68*	0.0	+	70*	83*	7	3	2
- CCCNC(=O)NC(=O)CSc1nnc(-c2ccncc2)n1CC
  -2	-1	-2.5	-0.2	i	6	-1	-29	-7	1
- COc1ccccc1/C(C)=N/Oc1cc(N)cc([N+](=O)[O-])c1
  -2	-6	3.1	-0.2	i	0	-17	-2	7	-19
- O=C(Cc1csc(N2CCOCC2)n1)N/N=C/c1ccc(Cl)cc1Cl
  -6	4	0.6	-0.1	i	15	-10	-9	-3	-6
- O=C(Cc1ccc(Cl)cc1)Nc1cccc(C(=O)Nc2ccccc2C(=O)O)c1
  -3	-2	1.0	-0.2	i	-3	-7	-8	-6	9
- Cc1ccc2nc(-c3cccnc3)cc(C(=O)Nc3ccc(F)cc3C)c2c1
  -3	-1	-1.6	-0.3	i	-5	-5	-18	-4	-6
- CCOc1ccc(CN(C)C(C)C(=O)NCc2ccccc2)cc1 (centres undefined)
  0	1	0.2	-0.6	i	-3	0	1	-10	2
- O=C(C(=O)N1CCCC1)c1c[nH]c2ccccc12
  2	-2	-2.7	0.6	i	-7	-5	4	-6	0
- COc1cccc(NCc2cc(=O)oc3cc(-c4ccccc4)c(O)cc23)c1
  -3	-1	1.4	0.7	i	16	-19	18	-5	7
- O=C(NCCSc1ccccc1)c1ccc(Br)cc1
  2	-4	-0.5	-0.1	i	-8	-2	6	-8	3
- CCc1ccccc1NC(=S)N1CCNC(=O)C1CC(=O)OC (centres undefined)
  0	0	0.8	-0.9	i	-8	0	-4	-5	0
- COc1ccc2[nH]c(C(=O)O)c(NS(=O)(=O)c3ccc(F)cc3)c2c1
  2	-4	-2.0	-0.2	i	-4	1	7	-3	3
- Cc1cc(C(=O)COC(=O)c2n[nH]c(=O)c3ccccc23)c(C)n1C
  1	4	0.2	-0.4	i	6	5	8	-5	-11

# Filtered by structure: the compounds so far containing an aryl thioether with sulfur outside any ring.
# Order of values – STEP inh	CSN deneddyl inh	LMPTP block	Tb MetRS inh	Rpn11 inh	NadD inh	DNMT1 inh	MLLE-PAM2 inh	Scp1 inh	SUMO1-SIM PPI
- Cc1cc(NC(=O)CSc2nnc(-c3ccncc3)n2C)n(-c2ccccc2)n1
  1	-3	-3.2	-0.3	i	-4	1	-5	-9	0
- CCCNC(=O)NC(=O)CSc1nnc(-c2ccncc2)n1CC
  -2	-1	-2.5	-0.2	i	6	-1	-29	-7	1
- O=C(NCCSc1ccccc1)c1ccc(Br)cc1
  2	-4	-0.5	-0.1	i	-8	-2	6	-8	3

# (list continues)
# Order of values – STEP inh	CSN deneddyl inh	LMPTP block	Tb MetRS inh	Rpn11 inh	NadD inh	DNMT1 inh	MLLE-PAM2 inh	Scp1 inh	SUMO1-SIM PPI
- CC1=C(C(=O)N(C)C)CC(CC(=O)NC2CCCC2)C(=O)N1CCCN1CCCC1=O (centres undefined)
  -3	0	0.2	0.0	i	-1	3	0	nt	-5
- O=C(NCc1ccccn1)C(=O)N/N=C/c1ccc2c(c1)OCO2
  -1	-5	0.3	0.3	i	-7	1	-8	0	-10
- CC(=O)N1CCc2cc(NC(=O)C3(C)CCN3Cc3ccccc3Cl)ccc21 (centres undefined)
  11	4	-1.5	0.8	i	-2	-2	-4	nt	3
- N#Cc1c(NC(=O)c2ccc(-c3ccccc3[N+](=O)[O-])o2)sc2c1CCCC2
  -1	-2	3.8	-1.1	i	19	-17	20	-9	3
- Cc1ccc(S(=O)(=O)N2C[C@@H]3[C@H]4CC[C@H](C4)[C@@H]3[C@@H](C)[C@@H]2C2CCCCC2=O)cc1 (some centres undefined)
  0	-2	1.6	-2.3	i	-10	1	-12	1	2
- O=C(Cn1cnc([N+](=O)[O-])n1)c1ccc(O)c(O)c1
  -2	-1	1.6	1.0	i	-5	3	-9	-5	-21
- O=C(Nc1ccc(S(=O)(=O)N2CCOCC2)cc1)C1COc2ccccc2O1 (centres undefined)
  1	3	0.1	-0.7	i	-2	-1	1	-11	2
- CCCN(C(=O)c1cc(CC)c(C)s1)c1c(N)n(Cc2ccccc2)c(=O)[nH]c1=O
  0	2	-1.2	-0.6	i	0	-1	-1	-3	6
- Cc1ccc(OCCCCN2CCCCC2)c(C)c1
  -1	0	0.1	-1.6	i	-5	3	-21	1	-3
- C/C(=N\NC(=O)c1ccc(Cl)c(Cl)c1)c1ccccn1
  0	1	0.3	-0.6	i	-6	-3	5	-13	-6
- CCc1ccc(OCC(=O)NNC(=O)CSc2nnc(-c3ccc(C)cc3)n2C)cc1
  2	-7	-1.8	-0.3	i	-4	-2	4	4	3
- CC(C)C[C@H]1CN([C@@H](Cc2ccccc2)CN2CCC[C@@H]2CN2C(=O)C(=O)NC[C@@H]2Cc2ccc(O)cc2)C(=O)C(=O)N1CC1CCCCCC1
  4	37*	2.2	0.0	i	12	12	12	nt	12
- CN1OC(COC(=O)c2ccc(Cl)cc2)CC1c1ccccc1 (centres undefined)
  -1	3	0.1	-0.9	i	-5	-3	7	-4	-5
- NC(=O)c1ccccc1NC(=O)c1ccccc1Cl
  0	2	-1.5	-0.2	i	-4	0	-1	-11	3
- CCCCc1ccc(S(N)(=O)=O)cc1
  0	4	-0.8	-0.8	i	-1	11	1	-1	0
- CS(=O)(=O)N(CC(=O)Nc1ccc(S(=O)(=O)N2CCCC2)cc1)c1ccccc1
  0	2	2.4	-0.9	i	-2	5	3	1	-1
- CCOC(=O)COc1ccc(C(=O)Nc2cccc(Cl)c2C)cc1
  -2	-5	0.6	1.1	i	-3	0	-2	-7	5
- CC(C)(C)c1nc(SCC(=O)Nc2ccc3c(c2)OCCO3)c2ccccc2n1
  -1	-1	2.0	-0.3	i	-5	2	27	0	2
- Cc1ccc2oc(=O)c3cc(C(=O)NCCCN4CCN(C)CC4)sc3c2c1
  0	3	-5.1	0.2	i	-3	7	-4	-8	-33
- O=C1CC(Sc2ncccn2)C(=O)N1c1ccccc1 (centres undefined)
  -2	1	-1.6	0.6	i	1	0	17	-6	-2
- Cc1ccc(C(CNS(=O)(=O)c2ccc(F)cc2C)N2CCN(C)CC2)cc1 (centres undefined)
  -2	4	-0.6	-0.4	i	-6	0	11	3	-2
- Cc1ccc(NC(=O)CSCC(=O)Nc2cccc(S(=O)(=O)N3CCCCCC3)c2)cc1
  1	-2	1.0	-0.5	i	-6	2	6	-10	-1
- Cc1ccc(-c2cc(C(=O)N3CC4(C)CC3CC(C)(C)C4)no2)cc1 (centres undefined)
  0	3	2.9	-0.2	i	4	3	3	-11	3
- COc1ccccc1NC(=S)NNC(=O)c1ccccc1
  -5	-1	-1.7	0.0	i	-5	2	23	-4	1
- O=C(O)CN1C(=O)/C(=C\c2ccccc2OCc2ccc(F)cc2)SC1=S
  4	-3	0.3	-0.8	i	6	2	13	21	-9
- CC(C)CCNC(=O)CCCCn1c(=O)[nH]c2ccsc2c1=O
  -3	-2	0.8	1.1	i	-1	7	8	-9	-1
- CC1(CC(=O)N/N=C/c2cc3c(cc2Br)OCO3)OCCO1
  -3	1	-0.7	-0.3	i	4	-2	-5	-3	-9
- COc1cc(C(=O)NCCN2CCCC2)cc(OC)c1OC
  2	-5	-2.5	0.0	i	6	2	-2	-6	0
- C[C@@H]1C(=O)O[C@H](C)[C@H]1C[C@@H](O)[C@](C)(O)C1CC[C@@]2(O)C3=CC(=O)[C@@H]4C[C@@H](O)[C@@H](O)C[C@]4(C)C3CC[C@]12C (some centres undefined)
  -2	-1	-0.8	-0.4	i	0	-4	6	-1	-3
- COc1ccc(COc2ccccc2C(=O)Nc2ccccn2)cc1[N+](=O)[O-]
  -1	-2	-1.2	-0.7	i	4	8	4	-2	-2
- CCCCCCn1cnc2c(oc3nc4c(cc32)CCCC4)c1=O
  -3	2	-1.1	-0.5	i	-14	1	-7	3	5
- CCCCOC(=O)C1[C@H]2C(=O)N(c3ccccc3CC)C[C@]23C=C[C@H]1O3 (some centres undefined)
  2	-2	0.2	0.9	i	1	2	-9	0	2
- Nc1ccc(-c2nc3ccc(N)cc3o2)cc1
  0	-4	-1.3	-0.5	i	2	-30	7	-9	3
- O=C(NC(NCCCN1CCOCC1)(C(F)(F)F)C(F)(F)F)C1CCCCC1
  -4	-4	-11	-0.1	i	-6	0	0	-5	-5
- CCC(C)(C)NC(=O)C(C(C)C)N(CC1CCCO1)C(=O)CNS(=O)(=O)c1ccccc1 (centres undefined)
  1	2	-1.2	0.5	i	-2	3	3	-2	0
- O=C(N/N=C/c1ccc(F)cc1)c1cc(-c2ccc3c(c2)OCO3)n[nH]1
  42*	5	27	-0.5	i	5	14	-3	56*	21
- COc1cccc(-n2c(=O)c3c(C)c(C(=O)N(C)C)sc3n(CC(=O)NCC3CCCO3)c2=O)c1 (centres undefined)
  -1	5	0.7	0.3	i	-4	-3	-4	-3	0
